From PubChem BioAssay
OX1R antag-1: OX1R (HCRTR1) antagonists, primary screen, fluorescence, CHO/OX1R cells, Fluo-8 calcium, orexin A; Orexin/Hypocretin receptor type 1 (Homo sapiens), O43613; Fluo-8 calcium fluorescence; inhibition, % at 5 µM; hit rate 0.43% among 330,000; AID 434989, 2010;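 active = inhibition above its plate's threshold, mean inhibition of all tested compounds on the plate plus 3 SD, cut at about 37% in these data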;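 also: 0% = orexin A challenge wells and 100% = SB-334867-A antagonist wells; not every result past the cut was called active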
Target sequence (O43613 whole entry, looked up): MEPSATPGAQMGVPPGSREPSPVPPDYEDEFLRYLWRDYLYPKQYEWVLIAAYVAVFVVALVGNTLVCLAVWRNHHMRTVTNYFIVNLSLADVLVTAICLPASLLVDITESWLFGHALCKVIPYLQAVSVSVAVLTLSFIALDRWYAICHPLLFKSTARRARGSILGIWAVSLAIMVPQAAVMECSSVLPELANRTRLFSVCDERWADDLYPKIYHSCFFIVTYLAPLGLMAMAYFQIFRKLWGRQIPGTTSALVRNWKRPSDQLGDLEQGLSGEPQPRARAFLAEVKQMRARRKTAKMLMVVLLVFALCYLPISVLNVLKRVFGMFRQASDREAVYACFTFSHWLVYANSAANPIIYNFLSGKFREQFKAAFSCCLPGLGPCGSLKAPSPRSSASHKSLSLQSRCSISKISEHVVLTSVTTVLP
OX1R antag-2: antagonists of human orexin 1 receptor (OX1R); Orexin/Hypocretin receptor type 1 (Homo sapiens), O43613; inhibition, % at 6.6 µM; hit rate 1.8% among 330,000; OX1R-expressing cells, FRET antagonist read-out; AID 485270, 2010; in the data active = inhibition mostly above about 38%, no sharp cut-off; inactive = mostly below about 40%;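 also: 0% = agonist challenge alone and 100% = reference antagonist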
STK33 inh: inhibitors of purified STK33 kinase, primary screen, biochemical, ADP-Glo luminescence, homogeneous, cell-free; hit rate 0.073% among 320,000; AID 2661, 2010; Serine/threonine-protein kinase 33 (Homo sapiens), Q9BYT3; MBP phosphorylation; inhibition, % at 10 µM;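 active = inhibition at or above 25%, using the most active replicate where run in duplicate; inactive = inhibition below 25%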
Target sequence (Q9BYT3 whole entry, looked up): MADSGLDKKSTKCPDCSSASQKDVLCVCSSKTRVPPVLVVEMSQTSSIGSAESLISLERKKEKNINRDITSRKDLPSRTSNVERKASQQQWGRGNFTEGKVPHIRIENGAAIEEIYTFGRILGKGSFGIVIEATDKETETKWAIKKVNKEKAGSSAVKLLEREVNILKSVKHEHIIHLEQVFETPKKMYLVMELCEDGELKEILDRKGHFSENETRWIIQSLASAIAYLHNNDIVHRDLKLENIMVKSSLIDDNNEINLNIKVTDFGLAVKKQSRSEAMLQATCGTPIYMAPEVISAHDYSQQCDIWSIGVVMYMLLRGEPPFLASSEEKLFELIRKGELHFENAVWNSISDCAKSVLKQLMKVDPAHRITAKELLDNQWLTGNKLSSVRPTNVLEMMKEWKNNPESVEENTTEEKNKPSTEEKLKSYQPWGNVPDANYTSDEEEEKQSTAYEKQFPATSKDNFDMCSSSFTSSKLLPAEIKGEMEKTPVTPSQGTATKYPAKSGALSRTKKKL
An asterisk follows results filed as active.

C/C(=N\NC(=O)CCCNc1ccc(C)cc1)c1ccccn1 was read as OX1R antag-1 -1, OX1R antag-2 9 and STK33 inh -1.5.
O=C(NCCSc1ccccc1)c1cccnc1 was read as OX1R antag-1 8, OX1R antag-2 8 and STK33 inh -2.1.
Screening O=[N+]([O-])c1ccc(OCCOCCOc2ccc([N+](=O)[O-])cc2)cc1 returned OX1R antag-1 -1, OX1R antag-2 3 and STK33 inh -2.1.
`O=C(Nc1cccc(NC(=O)c2ccc(-c3ccc(Br)cc3)o2)c1)c1ccccc1` gave OX1R antag-1 -36, OX1R antag-2 31 and STK33 inh -1.2.
`O=S(=O)(NCc1ccco1)c1cnc(Cl)c(Cl)c1` gave OX1R antag-1 -13, OX1R antag-2 19 and STK33 inh -1.9.
For O=S(=O)(NC1CCCCC1Sc1ncccn1)c1ccccc1 (stereo not given) the results were OX1R antag-1 -4, OX1R antag-2 8 and STK33 inh -1.5.
For O=C(CCN1CCCCC1)Nn1c(=S)[nH]c2ccccc2c1=O the results were OX1R antag-1 9, OX1R antag-2 13 and STK33 inh -2.1.
Cc1ccc(Nc2nc(-c3cccs3)cs2)nc1 was read as OX1R antag-1 -40, OX1R antag-2 15 and STK33 inh 0.2.
`COc1cc(C(=S)N2CCOCC2)ccc1OC(=O)c1cc([N+](=O)[O-])cc([N+](=O)[O-])c1` gave OX1R antag-1 -4, OX1R antag-2 14 and STK33 inh -1.0.
Screening O=C(c1cccc(F)c1)N1CCN(S(=O)(=O)c2ccccc2)CC1 returned OX1R antag-1 -21, OX1R antag-2 13 and STK33 inh -3.0.
COCc1c(C(=O)N2CCN(CCOc3ccccc3)CC2)oc2ccccc12 was read as OX1R antag-1 -15, OX1R antag-2 9 and STK33 inh -3.2.
For CCc1ccc(CC2S/C(=C(\C#N)C(C)=O)NC2=O)cc1 (stereo not given) the results were OX1R antag-1 -6, OX1R antag-2 20 and STK33 inh 5.2.
`CCOc1ccccc1N(CC(=O)NC1CCCCC1)S(C)(=O)=O` gave OX1R antag-1 -20, OX1R antag-2 16 and STK33 inh -0.4.
Screening COCCN(C(=O)CCCC(=O)Nc1ccccn1)C(C(=O)NC1CCCCC1)c1ccc(C)cc1 (stereo not given) returned OX1R antag-1 -26, OX1R antag-2 21 and STK33 inh -1.5.
`Cc1cccc(-c2cc3nc4c(c(N5CCCC(O)C5)n3n2)CCC4)c1` (stereo not given) gave OX1R antag-1 -13, OX1R antag-2 21 and STK33 inh 1.0.
For Cn1c(=O)oc2cc(S(=O)(=O)N3CCC(C(=O)N4CCN(c5ccc(F)cc5)CC4)CC3)ccc21 the results were OX1R antag-1 -1, OX1R antag-2 5 and STK33 inh -0.2.
For C/C(=N\Nc1nc(N2CCCCC2)nc(N2CCOCC2)n1)c1ccccc1O the results were OX1R antag-1 -21, OX1R antag-2 18 and STK33 inh -3.0.
`O=C1CCc2ccccc2N1` gave OX1R antag-1 -9, OX1R antag-2 14 and STK33 inh -1.3.
For O=C(NCc1csc2ccc(Cl)cc12)Nc1cccc2ccccc12 the results were OX1R antag-1 -9, OX1R antag-2 0 and STK33 inh 0.2.
CC1Sc2ccc(S(=O)(=O)CCC(=O)N3CCN(c4ccccc4F)CC3)cc2NC1=O (stereo not given) was read as OX1R antag-1 -34, OX1R antag-2 9 and STK33 inh -0.1.
`O=C(O)C(NS(=O)(=O)c1cccc2nsnc12)c1ccccc1` (stereo not given) gave OX1R antag-1 0, OX1R antag-2 41 and STK33 inh -0.5.
`O=C1C2C3C=CC(C3=C(c3ccccc3)c3ccccc3)C2C(=O)N1CCO` (stereo not given) gave OX1R antag-1 -10, OX1R antag-2 20 and STK33 inh 0.0.
For CS(=O)(=O)c1ccc(Cl)c(NC(=O)COc2ccc3c(c2)CCC3)c1 the results were OX1R antag-1 -21 and OX1R antag-2 25.
O=C(OCC(=O)N1CCN(c2ccccc2)CC1)c1ccc2ccccc2n1 was read as OX1R antag-1 -34, OX1R antag-2 9 and STK33 inh -0.1.
`CC1(C)Cc2ccccc2C(N/N=C/c2ccc([N+](=O)[O-])cc2)=N1` gave OX1R antag-1 -11, OX1R antag-2 31 and STK33 inh -1.5.
`CSc1ccc(/C=N/S(=O)(=O)c2ccccc2)cc1` gave OX1R antag-1 -25, OX1R antag-2 6 and STK33 inh -0.6.
`CN(CC(=O)Nc1ccc(Cl)c(C(F)(F)F)c1)C(=O)C1CCC1` gave OX1R antag-1 -30, OX1R antag-2 6 and STK33 inh -1.3.
`CSc1ncccc1C(=O)N1CCN(S(=O)(=O)c2cc(C)ccc2C)CC1` gave OX1R antag-1 -22, OX1R antag-2 16 and STK33 inh 1.2.
Nc1c2c(nc3c1CCC3)CCCC2 was read as OX1R antag-1 -10, OX1R antag-2 10 and STK33 inh -3.8.
CC(C)(C)c1ccc(CS(=O)(=O)CC(O)CN2CCCC2=O)cc1 (stereo not given) was read as OX1R antag-1 -8, OX1R antag-2 -3 and STK33 inh 0.0.
For CC(=O)Nc1ccc(N2C(=O)C3C4CC(=O)C(c5ccccc54)C3C2=O)cc1 (stereo not given) the results were OX1R antag-1 -6, OX1R antag-2 20 and STK33 inh 0.4.
`Cc1cc(C(=O)CSc2nncn2C)c(C)n1-c1ccccc1` gave OX1R antag-1 -10, OX1R antag-2 11 and STK33 inh -2.0.
`COc1ccc(NS(=O)(=O)c2cccc(NC(=O)c3ccccn3)c2)cc1` gave OX1R antag-1 -27, OX1R antag-2 9 and STK33 inh -0.1.
C/C(=N\NC(=O)c1ccccc1F)c1cccc(NC(=O)c2ccccc2)c1 was read as OX1R antag-1 -22, OX1R antag-2 10 and STK33 inh -4.0.
Screening CC(C)NS(=O)(=O)c1ccc(CCC(=O)Nc2cc(Cl)ccc2Oc2ccccc2)cc1 returned OX1R antag-1 31, OX1R antag-2 59 and STK33 inh -0.3.
Screening O=C(Nc1ccccc1)c1cccc(N2C(=O)C3C4C=CC(C4)C3C2=O)c1 (stereo not given) returned OX1R antag-1 0, OX1R antag-2 9 and STK33 inh -1.7.
Cc1cccc(N=C2NC(=O)c3cc([N+](=O)[O-])ccc32)c1 was read as OX1R antag-1 0, OX1R antag-2 70* and STK33 inh 1.0.
CCN(CC)C(=O)N1c2ccccc2Sc2ccccc21 was read as OX1R antag-1 -29, OX1R antag-2 31 and STK33 inh -1.7.
For CCN(CC)CCCN(Cc1cc2cc3c(cc2[nH]c1=O)OCO3)C(=S)NCCCOC the results were OX1R antag-1 -12, OX1R antag-2 13 and STK33 inh -1.5.
For Cc1cc(C(C#N)c2ccccc2F)n2ncnc2n1 (stereo not given) the results were OX1R antag-1 -5, OX1R antag-2 17 and STK33 inh -1.1.
Screening O=C(NC(=S)N(CCO)Cc1ccccc1)c1cc(Br)ccc1Cl returned OX1R antag-1 0, OX1R antag-2 15 and STK33 inh -1.6.
Screening O=C(Nc1cccc([N+](=O)[O-])c1)C1CC(=O)N(Cc2ccccc2)C1 (stereo not given) returned OX1R antag-1 -34, OX1R antag-2 24 and STK33 inh 1.3.
CC(C)c1cc(CN2CCN(CCC#N)CC2)cc(C(C)C)c1O was read as OX1R antag-1 -19, OX1R antag-2 6 and STK33 inh -1.3.
For CS(=O)(=O)Nc1ccc(C(=O)N2CCCC2)cc1 the results were OX1R antag-1 -11, OX1R antag-2 9 and STK33 inh -0.1.
`Cc1ccnn1CCSCC(=O)O` gave OX1R antag-1 3, OX1R antag-2 10 and STK33 inh 0.6.

An excerpt from above in order of formula weight, low to high:
For Cc1cc(C(C#N)c2ccccc2F)n2ncnc2n1 (stereo not given) the results were OX1R antag-1 -5, OX1R antag-2 17 and STK33 inh -1.1.
Cc1cccc(N=C2NC(=O)c3cc([N+](=O)[O-])ccc32)c1 was read as OX1R antag-1 0, OX1R antag-2 70* and STK33 inh 1.0.
CCN(CC)C(=O)N1c2ccccc2Sc2ccccc21 was read as OX1R antag-1 -29, OX1R antag-2 31 and STK33 inh -1.7.
`Cc1cc(C(=O)CSc2nncn2C)c(C)n1-c1ccccc1` gave OX1R antag-1 -10, OX1R antag-2 11 and STK33 inh -2.0.
CC(C)c1cc(CN2CCN(CCC#N)CC2)cc(C(C)C)c1O was read as OX1R antag-1 -19, OX1R antag-2 6 and STK33 inh -1.3.
Screening O=C(Nc1cccc([N+](=O)[O-])c1)C1CC(=O)N(Cc2ccccc2)C1 (stereo not given) returned OX1R antag-1 -34, OX1R antag-2 24 and STK33 inh 1.3.
For CC(=O)Nc1ccc(N2C(=O)C3C4CC(=O)C(c5ccccc54)C3C2=O)cc1 (stereo not given) the results were OX1R antag-1 -6, OX1R antag-2 20 and STK33 inh 0.4.
`COc1ccc(NS(=O)(=O)c2cccc(NC(=O)c3ccccn3)c2)cc1` gave OX1R antag-1 -27, OX1R antag-2 9 and STK33 inh -0.1.
For CCN(CC)CCCN(Cc1cc2cc3c(cc2[nH]c1=O)OCO3)C(=S)NCCCOC the results were OX1R antag-1 -12, OX1R antag-2 13 and STK33 inh -1.5.
Screening CC(C)NS(=O)(=O)c1ccc(CCC(=O)Nc2cc(Cl)ccc2Oc2ccccc2)cc1 returned OX1R antag-1 31, OX1R antag-2 59 and STK33 inh -0.3.

(cont.)
For CN(CC1CCOCC1)C(=O)c1ccc2nc(Cc3cccc(Cl)c3)oc2c1 the results were OX1R antag-1 6, OX1R antag-2 14 and STK33 inh -1.2.
`CCCCCc1ccc(-c2ccc(OCC)cc2)nc1` gave OX1R antag-1 -2, OX1R antag-2 23 and STK33 inh -0.5.
`Cc1c(C(=O)N2CCOCC2)sc2nc(-c3ccccc3)cn12` gave OX1R antag-1 -13, OX1R antag-2 16 and STK33 inh 1.0.
For CCOC(=O)c1c(C)noc1CP(=O)(c1ccccc1)c1ccccc1 the results were OX1R antag-1 -31, OX1R antag-2 19 and STK33 inh -0.1.
For COC(=O)c1cccc(CSc2nnc(C)s2)c1 the results were OX1R antag-1 -13, OX1R antag-2 6 and STK33 inh 0.3.
CN(CC(=O)N1CCCCCC1)S(=O)(=O)c1ccc(F)cc1 was read as OX1R antag-1 -2, OX1R antag-2 -3 and STK33 inh 0.4.
COc1cc2cc(CN(Cc3ccc4c(c3)OCO4)C(=O)c3ccco3)c(=O)[nH]c2cc1OC was read as OX1R antag-1 -27, OX1R antag-2 9 and STK33 inh -1.0.
COC(=O)c1ccc([C@H](NC(=O)c2ccco2)[C@]2(C)C[C@H]2C2CCCCC2)cc1 was read as OX1R antag-1 -25, OX1R antag-2 17 and STK33 inh -0.3.
For Cn1c(SCC(=O)NC2CC2)nnc1-c1ccc(Cl)cc1 the results were OX1R antag-1 -13, OX1R antag-2 10 and STK33 inh 0.2.
C=CCn1c(C)cc(C(=O)CSc2nnc(NCc3ccccc3)s2)c1C was read as OX1R antag-1 -23, OX1R antag-2 10 and STK33 inh 0.0.
Screening COc1cccc(C(C)NC(=O)Nc2cccc(C(F)(F)F)c2)c1 (stereo not given) returned OX1R antag-1 33, OX1R antag-2 55 and STK33 inh -0.5.
`CCOC(=O)C1CCN(C(=O)COC(=O)c2ccc(Br)o2)CC1` gave OX1R antag-1 3, OX1R antag-2 9 and STK33 inh -1.4.
`Cc1ccc2[nH]c3c(=O)n(CCC4=CCCCC4)cnc3c2c1` gave OX1R antag-1 -8, OX1R antag-2 23 and STK33 inh -1.4.
Screening CC1CCCN(C(=O)C2CC(=O)N(c3ccc(Cl)cc3)C2)C1 (stereo not given) returned OX1R antag-1 -7, OX1R antag-2 -4 and STK33 inh -0.7.
Screening COc1ccc(CN(C2CCCCC2C)S(=O)(=O)c2ccc(S(=O)(=O)N(C)C)cc2)cc1OC (stereo not given) returned OX1R antag-1 -17, OX1R antag-2 6 and STK33 inh -2.8.
Screening O=C(NCc1ccccc1)C(c1ccco1)N(C(=O)c1csnn1)C1CC1 (stereo not given) returned OX1R antag-1 -20, OX1R antag-2 9 and STK33 inh -1.5.
C=CCNC(=O)c1ccc(Cn2c(=S)[nH]c3cc4c(cc3c2=O)OCO4)cc1 was read as OX1R antag-1 6, OX1R antag-2 6 and STK33 inh -0.4.
`CC1(C)C[C@H]2C3=CCC4[C@@]5(C)CC[C@H](O)[C@@](C)(CO)C5CC[C@@]4(C)[C@]3(C)C[C@@H](O)[C@@]2(CO)[C@@H](O)[C@@H]1O` (stereo not given in full) gave OX1R antag-1 -1, OX1R antag-2 5 and STK33 inh 0.0.
Screening Cc1ccc(C(=O)NCC(=O)NCc2ccc(Cl)cc2)s1 returned OX1R antag-1 7, OX1R antag-2 3 and STK33 inh 0.2.
COc1ccc(C(=O)Nc2c3c(nn2-c2cccc(Cl)c2)CS(=O)C3)cc1 (stereo not given) was read as OX1R antag-1 2, OX1R antag-2 14 and STK33 inh -0.8.
Screening Cc1ccc(C(=O)NNC(=O)C(NC(=O)c2cccc(C)c2)C(C)C)cc1 (stereo not given) returned OX1R antag-1 -24, OX1R antag-2 5 and STK33 inh -0.7.
Screening Cc1ccc(C)c(NC(=O)C(OC(=O)c2cnc(C)cn2)c2ccccc2)c1 (stereo not given) returned OX1R antag-1 -1, OX1R antag-2 4 and STK33 inh -2.8.
Screening Cc1ccc(C2/C(=C(\O)c3cnn(-c4ccccc4)c3C)C(=O)C(=O)N2CCN(C)C)o1 (stereo not given) returned OX1R antag-1 2, OX1R antag-2 9 and STK33 inh -0.6.
Screening COC(=O)c1ccc(C2/C(=C(\O)c3ccc4c(c3)OCCO4)C(=O)C(=O)N2CCCN2CCOCC2)cc1 (stereo not given) returned OX1R antag-1 5, OX1R antag-2 15 and STK33 inh -1.1.
COc1cc(/C=C/C(=O)OCC(=O)Nc2ccc3c(c2)OCCO3)ccc1OCC#N was read as OX1R antag-1 0, OX1R antag-2 36 and STK33 inh 0.9.
